High-throughput results (PubChem)
Growth percent in the NCI-60 one-dose screen (48 h, 10 µM unless noted): 100 = growth as untreated, 0 = no growth, -100 = all killed.
A549/ATCC: A549/ATCC NSCLC | 3.7% of 81,000 active | AID 1794740
EKVX: EKVX NSCLC | 3% of 71,000 active
RPMI-8226: RPMI-8226 leukemia cells; 7.5% of 77,000 active
M14: M14 melanoma. 6.2% of 80,000 active
CCRF-CEM: CCRF-CEM leukemia; 7% of 77,000 active
HOP-92: HOP-92 NSCLC cells; AID 1794738; 6.3% of 71,000 active
HOP-62: HOP-62 NSCLC; 3.9% of 80,000 active
MOLT-4: MOLT-4 leukemia cells. 6.9% of 80,000 active
Numbers without * were called inactive; · = no result given. Rule for the calls: active = growth percent below 10; inactive = the rest.

compound	EKVX	M14	RPMI-8226	HOP-92	MOLT-4	A549/ATCC	CCRF-CEM	HOP-62
O=c1[nH]c2ccc(Br)cc2o1	89	105	82	86	108	103	66	91
Cc1c(O)cc(-c2csc(Nc3ccc(Br)cc3)n2)c(O)c1C	98	109	100	105	88	100	88	101
O=C1NN(c2ccccc2)C(=O)/C1=C\c1ccccc1O	87	98	78	98	47	92	77	90
O=C(c1ccccc1)c1ccc[n+](Cc2c(Cl)cccc2Cl)c1	·	110	87	·	117	87	100	108
COc1ccc(/C=N/NC2=Nc3ccccc3C(=O)N3CCC[C@@H]23)cc1	91	103	97	87	99	100	100	100
O=C(Nc1nncs1)c1ccncc1	106	107	113	95	89	103	107	110
CCN(CC)c1ccc(NC(=S)Nc2ccc(N(CC)CC)cc2)cc1	96	98	116	93	93	101	115	93
COc1cc2ncnc(Nc3ccc(C(=O)/C=C/c4ccc(Cl)c(F)c4)cc3)c2cc1OC	101	104	93	103	96	97	107	113
CC1(C)CC(=O)C=C(NCCO)C1	121	103	96	106	95	101	102	107
O=C1/C(=C/c2ccc(Cl)c(Cl)c2)CN(C(=O)C(Cl)Cl)C/C1=C\c1ccc(Cl)c(Cl)c1	-62*	-67*	-28*	-53*	-0.3*	7.2*	4.8*	-22*

The last four entries of the section before come first, to join the parts.
compound	EKVX	M14	RPMI-8226	HOP-92	MOLT-4	A549/ATCC	CCRF-CEM	HOP-62
CCN(CC)c1ccc(NC(=S)Nc2ccc(N(CC)CC)cc2)cc1	96	98	116	93	93	101	115	93
COc1cc2ncnc(Nc3ccc(C(=O)/C=C/c4ccc(Cl)c(F)c4)cc3)c2cc1OC	101	104	93	103	96	97	107	113
CC1(C)CC(=O)C=C(NCCO)C1	121	103	96	106	95	101	102	107
O=C1/C(=C/c2ccc(Cl)c(Cl)c2)CN(C(=O)C(Cl)Cl)C/C1=C\c1ccc(Cl)c(Cl)c1	-62*	-67*	-28*	-53*	-0.3*	7.2*	4.8*	-22*
Cc1nn(-c2ccccc2)c(Cl)c1/C=C1\N=C(c2ccccc2)N(C(=O)c2ccccc2)NC1=O	102	104	76	100	78	86	68	101
O=C(CN1C(=O)/C(=C/c2ccc(Cl)cc2)SC1=S)NCCCN1CCOCC1	91	113	96	86	102	104	105	111
O=C1Nc2ccc(F)cc2/C1=C/c1cccc(OCc2ccccc2)c1	18	17	-28*	19	1.8*	42	-4.5*	48
COc1ccc(CNc2c3ccccc3nc3ccccc23)cc1OC	15	18	0.6*	-9.7*	11	16	30	34
O=c1ccn(C2CC=C(CO)O2)c(=O)[nH]1 (centres undefined)	105	81	85	38	101	106	90	102
Cc1cc(-c2ccco2)c(C#N)c(=O)[nH]1	99	105	117	93	108	100	112	96
CCC(C#N)(C(N)=O)c1ccccc1 (centres undefined)	102	106	100	·	109	101	83	113
NS(=O)(=O)c1ccc(-n2ncc3c2ncn2c(=S)[nH]nc32)cc1	102	102	96	67	96	94	94	91
CC(=O)Nc1ccc(S(=O)(=O)NC2(c3ccccc3)C(=O)N(C)C(=O)N(C)C2=O)cc1	·	107	106	·	102	104	101	102
COc1ccc(-c2cc(-c3c(C)oc4cc5occc5c(OC)c4c3=O)nc(N)c2C#N)cc1OC	93	72	55	11	31	57	44	50
CCc1c(N=O)c(-c2ccccc2)n(O)[n+]1[O-]	·	100	89	90	91	100	91	102
COC(=O)c1c2c(c[n+]([O-])c1C)C(=O)C=CC2=O	101	-64*	58	71	-17*	100	·	104
O=C(CCCCCOc1ccc(NC(=O)Nc2ccc(Cl)cc2)cc1)NO	106	103	103	101	92	90	96	96
Cc1ccc(-n2c(C)c(-c3ccccc3)c(-c3ccccc3)c2C)cc1	·	60	39	71	32	70	41	105
C/C(=N\Nc1ncc(C#N)c(N)n1)c1ccc(Br)cc1	101	94	95	94	77	93	91	100
CCCCCn1cnc2c(=S)nc(N)[nH]c21	125	105	79	99	96	115	99	108
COc1ccc(/C=C/C(=O)c2cc(OC)c(OC)c(OC)c2)cc1OCc1cn(Cc2ccc(F)cc2)nn1	·	88	1.7*	56	58	30	0.5*	4.5*
O=C(O)[C@@H](Cc1ccc2ccccc2c1)NC(=O)n1c2ccccc2c2ccccc21	48	4.3*	9.9*	40	25	44	13	31
COc1cccc(NC(=O)Nc2ccc(Nc3nc(C)nc4[nH]c(C)c(C)c34)cc2)c1	93	98	94	97	91	91	92	89
CSc1nc(SCc2ccc(Cl)cc2)ncc1C	95	81	102	103	100	86	100	93
CC(=O)Nc1ccccc1F	95	106	112	·	99	104	113	113
CC(=O)Cc1cccnc1	105	101	93	102	94	101	88	108
O=C(O)[C@@H]1c2ccccc2C(=O)N(c2ccc(Cl)cc2)[C@H]1c1ccc(Cl)cc1	95	94	93	99	78	58	101	90
Cc1[nH]c2cccc3c2c1CCN1C(=O)OC(C)(C)C31C (centres undefined)	·	111	91	70	108	102	101	96
Cc1nn(-c2ccc(F)cc2)c2ncnc(Nc3ccc(NC(=O)Nc4ccc(Cl)c(C(F)(F)F)c4)cc3)c12	44	38	19	-8.3*	26	51	29	45
S=C1C=C(S)C2C=CC=CC2N1 (centres undefined)	99	92	98	119	107	103	102	95
O=[N+]([O-])c1ccc2[nH]c(=S)[nH]c(=S)c2c1	97	103	105	91	99	106	104	92
Cc1sc2nc(N3CCC(Cc4ccccc4)CC3)[nH]c(=O)c2c1C	99	96	104	94	91	82	95	79
CC(=O)OCCCCCN1C=C/C(=C\C(=O)n2ccc3ccccc32)c2ccccc21	78	103	101	75	97	106	107	117
O=C(Nc1ccccc1CNc1nc(Nc2ccc(OCCN3CCCC3)cc2)ncc1Cl)NC1CCCCC1	95	31	61	65	72	85	12	83
O=C(/C=C/c1ccccc1Cl)c1cccc(OCCCOc2cccc(C(=O)/C=C/c3ccccc3Cl)c2)c1	104	99	111	122	109	104	119	100
Cc1ccc(S(=O)(=O)N/N=C2/C3CC4C(C3)C24)cc1	108	102	97	·	105	94	89	105
CCc1c(C(=O)N[C@@H]2c3cc(Cl)ccc3CC[C@@H]2O)[nH]c(C)c1C(C)=O	76	87	60	84	69	62	85	72
COc1cc(C2CC(c3ccc(F)cc3)=NN2C=O)ccc1OCc1cc(OC)c(OC)c(OC)c1 (centres undefined)	88	94	74	88	85	70	86	67
COc1cc(OC)c(S(=O)(=O)NNC(=O)c2ccncc2)cc1C(=O)/C=C/c1ccccc1	95	81	58	81	67	89	58	102
COc1cc2c(cc1OC)[C@@H]1Cc3ccc(OC)c(OC)c3CN1CC2	94	91	100	95	96	104	101	95
N#Cc1c2ncccc2c2nnc3cc(Cl)c(Cl)cc3n12	84	100	·	·	99	107	·	83
CCOC(=O)/C(F)=C/C1CC1C1CCN(C(=O)OC(C)(C)C)CC1 (centres undefined)	74	106	102	119	106	78	104	118
CC(/C=C1\SC(=S)N(CC(=O)NC(C(=O)O)C(C)C)C1=O)=C\c1ccccc1 (centres undefined)	101	111	103	·	106	105	113	101
Nc1cc[n+](CC(=O)N2CCN(c3cc4c(cc3F)c(=O)c(C(=O)O)cn4C3CC3)CC2)cc1	106	99	112	118	109	105	83	·

Individual results from the results shown:
Result for O=C(/C=C/c1ccccc1Cl)c1cccc(OCCCOc2cccc(C(=O)/C=C/c3ccccc3Cl)c2)c1 in HOP-92: 122
Result for Cc1ccc(S(=O)(=O)N/N=C2/C3CC4C(C3)C24)cc1 in CCRF-CEM: 89
Result for CC(/C=C1\SC(=S)N(CC(=O)NC(C(=O)O)C(C)C)C1=O)=C\c1ccccc1 (centres undefined) in M14: 111
Result for COc1cc(OC)c(S(=O)(=O)NNC(=O)c2ccncc2)cc1C(=O)/C=C/c1ccccc1 in M14: 81
Result for Nc1cc[n+](CC(=O)N2CCN(c3cc4c(cc3F)c(=O)c(C(=O)O)cn4C3CC3)CC2)cc1 in A549/ATCC: 105

Going on with the list.
compound	EKVX	M14	RPMI-8226	HOP-92	MOLT-4	A549/ATCC	CCRF-CEM	HOP-62
C/C=C/C(=O)NCC(=O)O	·	103	106	100	98	108	100	95
O=C(c1ccc(OCCN2CCCCC2)cc1)c1c(-c2ccc(OS(=O)(=O)c3ccc(F)cc3)cc2)sc2cc(OS(=O)(=O)c3ccc(F)cc3)ccc12	72	86	46	54	69	72	81	84
CCCCCCCCCC(=O)Oc1ccc(/C=C/c2cc(OC(=O)CCCCCCCCC)cc(OC(=O)CCCCCCCCC)c2)cc1	99	93	108	89	114	99	112	105
Nc1ccc([N+](=O)[O-])cc1O	110	104	101	96	75	101	101	118
CC1C=C(CO)C(=O)O1 (centres undefined)	104	99	101	99	98	100	99	99
O=C1/C(=C2/C=Nc3ccccc32)N(O)c2ccccc21	67	87	39	124	48	94	46	96
COc1ccc(C2c3[nH]c4ccc(Cl)cc4c3CCN2c2oc(CO)nc2C#N)cc1 (centres undefined)	59	53	46	53	29	38	37	53
CCn1c(SC)nnc1-c1cc2c([nH]c3ccccc32)c(-c2cccc(O)c2)n1	22	11	30	-1.1*	·	27	18	18
Cc1cc(=O)n2n1-c1ccc(Cl)cc1NC(=O)C2	·	115	99	·	108	100	83	104
C/C(=C(/C)C1CC1CCNS(=O)(=O)c1ccc(C)cc1)c1cc(C(C)(C)C)cc(C(C)(C)C)c1 (centres undefined)	94	88	95	·	78	87	89	113
O=C(CCCCCCSc1nc(-c2ccccc2)cc(-c2ccc(Cl)cc2)n1)NO	45	6.5*	16	-7.6*	1.0*	-23*	0.9*	-9.2*
N#Cc1ccc(NC(=O)NNC(=O)c2ccncc2)cc1	109	110	83	75	90	111	91	110
N#C/C(=C\c1ccccc1)C(=O)Nc1ncc(Cc2ccccc2)s1	94	80	90	94	98	91	93	100
COC(=O)[C@H](CC(C)C)NC(=O)NC(=O)NC(=O)CI	95	64	62	-61*	4.2*	98	-46*	93
Nc1ccc2c(c1)c(N)nn2C(=O)Nc1ccc(Cc2ccccc2)cc1	82	47	28	98	28	52	55	83
COc1ccc(/C=N/NC(N)=O)cc1	87	108	103	94	102	114	104	·
CN(C)c1ccc2c(c1)COC(=O)C2c1ccc(N)cc1 (centres undefined)	·	116	92	·	95	94	96	106
COC(=O)c1ccc(O)c(N)c1	98	103	93	101	88	97	83	113
O=C1NCC(=O)N(Cc2cccnc2)[C@H]1Cc1ccccc1	102	100	89	100	95	84	85	92
CN(C)S(=O)(=O)O[C@@H]1C(=O)N(c2cc3c4ccccc4ccc3c3ccccc23)[C@H]1c1ccc(F)cn1	86	98	80	81	78	81	97	87
CCCCCCCCCC(C)(N)C(=O)O (centres undefined)	·	109	100	·	101	99	·	106
Cc1[nH]nc(-c2cccnc2)c1N=NN(C)C	100	126	100	84	106	97	96	108

Three compounds drawn at random from the list so far, as already listed:
compound	EKVX	M14	RPMI-8226	HOP-92	MOLT-4	A549/ATCC	CCRF-CEM	HOP-62
CN(C)c1ccc2c(c1)COC(=O)C2c1ccc(N)cc1 (centres undefined)	·	116	92	·	95	94	96	106
O=C(CCCCCCSc1nc(-c2ccccc2)cc(-c2ccc(Cl)cc2)n1)NO	45	6.5*	16	-7.6*	1.0*	-23*	0.9*	-9.2*
Cc1[nH]nc(-c2cccnc2)c1N=NN(C)C	100	126	100	84	106	97	96	108
